High-throughput results from PubChem BioAssay.
A549 tox = Nrf2 qHTS screen for inhibitors: counterscreen for cytotoxicity; A549 ARE-Fluc cells, CellTiter-Fluor viability, 18-24 h; AID 504648, 2011; Potency, µM (series often up to 46 µM), without a hit: at the top dose activity change, negative = cytotoxicity, usual class: inhibitors; 390,000 compounds, 0.16% hits; note: potency is the fitted concentration of half-maximal effect; % is set by controls: 0 for no effect and ±100 for the full control effect
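A549 ARE_Fluc cells in 5% FBS OPTI-MEM were exposed to compounds in concentration-response for 18-24 h at 37 deg C. Viability was read by CellTiter-Fluor fluorescence (Ex 405/Em 525) after 30 min, before the luciferase read.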
S2 tox = Viability Counterscreen for Primary qHTS for Inhibitors of ATXN expression | S2 cells (HEK-293 line with an ATXN2-luciferase reporter) viability, CellTiter-Fluor protease fluorescence, 24 h | Potency, µM (series often up to 56.7 µM), actives largely listed as cytotoxic | 400,000 compounds, 0.49% hits | AID 651635, 2014; note: potency is the fitted concentration of half-maximal effect; nearly all actives have a fitted effect of over 40% in size
ATXN2 expr inh = Primary qHTS for Inhibitors of ATXN expression. HEK-293 ATXN2-luciferase reporter, luminescence, 24 h. 360,000 compounds, 0.72% hits. Potency, µM (titrated, usually from 57 µM), inactives show at the highest dose activity change, negative = inhibition, hits mostly inhibitors; note: potency is the fitted concentration of half-maximal effect; % is set by controls: 0 for no effect and ±100 for the full control effect; nearly all actives have a fitted effect of over 55% in size
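qHTS (up to 57 uM final) was run with 24 h compound exposure of reporter cells at 37 °C. Each well was multiplexed: SteadyGlo luminescence measured ATXN2-luciferase expression after a fluorogenic Gly-Phe-AFC viability readout (25 uM final).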
MCF10A rereplic = A quantitative high throughput screen for small molecules that induce DNA re-replication in MCF 10a normal breast cells | MCF 10A DNA re-replication, Hoechst nuclear intensity, 48 h | Potency, µM (top dose mostly 46.1 µM), for inactives: top-dose activity, positive = re-replication, usual class: activators | 350,000 compounds, 2.9% hits; note: potency is the fitted concentration of half-maximal effect; % of control where 0% means no effect; nearly all actives have a fitted effect of over 50% in size
IL1B secr inh = qHTS for Inhibitors of Inflammasome Signaling: IL-1-beta AlphaLISA Primary Screen; THP-1 LPS/ATP IL-1B secretion, AlphaLISA, 16 h; hits give low values; activity change, % at 57.5 µM; 360,000 compounds, 4.7% hits; in the data active = activity change below about -50%; inconclusive = mostly about -30% to -49%; note: % is set by controls: 0 for no effect and ±100 for the full control effect
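Secreted IL-1B measured by AlphaLISA bead assay after 16 h compound exposure of THP-1 cells; compounds (final up to 57.5 uM) added 1 h before LPS (250 ng/mL) and ATP (1.25 mM) stimulation; lower signal means less secretion.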
Nrf2 block = Nrf2 qHTS screen for inhibitors; Potency, µM (highest dose often 46 µM), for the others: at the top dose activity change, negative = inhibition, hits mostly inhibitors; A549 ARE-Fluc reporter, luciferase luminescence, 18-24 h; 360,000 compounds, 2.1% hits; note: potency is the fitted concentration of half-maximal effect; % is set by controls: 0 for no effect and ±100 for the full control effect; nearly all actives have a fitted effect of over 60% in size
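In this cell-based qHTS, ARE-driven firefly luciferase in A549 cells reports Nrf2 activity; the luminescent signal after BugLite lysis is the measured value, with a prior CellTiter-Fluor read for cell health.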
Nrf2 activator = qHTS of Nrf2 Activators. Potency, µM (top dose mostly 46.1 µM), without a hit: top-dose activation, hits mostly activators. 410,000 compounds, 0.31% hits. AID 624171, 2012. AREc32 ARE-luciferase reporter (MCF7-derived line), luminescence, 24 h; note: potency is the fitted concentration of half-maximal effect; % of control where 0% means no effect; nearly all actives have a fitted effect of over 65% in size
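ARE activation measured as luciferase luminescence (Steady-Glo, 30 min RT) in AREc32_Fluc cells after 24 hr compound exposure at 37 deg C, 5% CO2; cells seeded overnight at 1000/well in OPTI-MEM, 5% FBS.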
TGFb SMAD3 inh = qHTS for Inhibitors of TGF-b. HepG2 CAGA-GFP TGF-b/SMAD3 reporter, GFP fluorescence, 18 h; TGF-beta stimulated, 500 pg/mL final. Potency, µM (doses to about 46.1 µM), for inactives: at the highest dose activity, negative = inhibition, hits mostly inhibitors. 410,000 compounds, 1.2% hits; note: potency is the fitted concentration of half-maximal effect; % is set by controls: 0 for no effect and ±100 for the full control effect; nearly all actives have a fitted effect of over 65% in size
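GFP signal (ex488/em500-530) from TGF-beta-stimulated HEPG2 CAGA-GFP cells, 500 pg/mL final, 18 h at 37 degrees C in DMEM plus 1% FBS, normalized to unstimulated and DMSO-stimulated controls.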
HepG2 viability = qHTS for Inhibitors of TGF-b: Cytotox Counterscreen | HepG2 CAGA-GFP viability, ATP luminescence, 18 h | Potency, µM (highest dose often 46.1 µM), without a hit: at the top dose activity change, negative = cytotoxicity, hits mostly cytotoxic | 410,000 compounds, 0.76% hits; note: potency is the fitted concentration of half-maximal effect; some results filed as inactive show a strong effect at the top dose
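HepG2 CAGA-GFP cells (1000/well, DMEM with 1% FBS) received compound, then TGF-beta at 500 pg/mL final, and were incubated 18 hours at 37 degrees C. Viability was read by CellTiter-Glo luminescence. Media-only wells were set as complete cell-killing and DMSO as no toxicity.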
Numbers without * were called inactive; i = inactive; ? = inconclusive; / = not tested or not shown; ! = a repeat was not active; [ ] = dose if it differs, or a comment. Unless noted, calls come from the whole dose curve; as a rule, active = well fitted curve in the direction sought with a large enough effect; inconclusive = small, poorly fitted or top-dose-only effect, or another doubt; inactive = no such curve, though single readings can be large; an effect the other way counts as inactive or inconclusive.

SMILES	MCF10A rereplic	Nrf2 block	TGFb SMAD3 inh	Nrf2 activator	HepG2 viability	IL1B secr inh	S2 tox	ATXN2 expr inh	A549 tox
CCOc1ccccc1-n1c(O)c(C=Nc2ccc(N(CC)CC)cc2)c(=O)[nH]c1=O	?	-15%	6%	28%	26%	51	i	-1%	?
COc1ccc2c3c([nH]c2c1)C(C)NCC3 (centres undefined)	1%	8%	1%	0.7%	-13%	0	i	3%	14%
CCCCCC1CC(CC(=O)NC(=S)Nc2ccc([N+](=O)[O-])cc2)C(=O)O1 (centres undefined)	?	1%	0%	2.5%	-14%	18	i	-6%	-2%
COc1ccc(CC(=O)N(C)C2CCCN(Cc3ccccc3F)C2)cc1OC (centres undefined)	1%	-7%	-1%	-0.7%	-27%	-6	i	-35%	5%
CC(=O)Nc1ccc(C2CN(C)CC2C(=O)c2ccc(Cl)cc2)cc1 (centres undefined)	1%	0%	-15%	3.2%	6%	-3	i	/	2%
CSC1=NP(=S)(SC)N(C)c2nc3n(c21)CCC3 (centres undefined)	-6%	1%	?	0.4%	-7%	0	i	0%	0%
COc1ccc(N2C(=O)/C(=C/c3ccc(C)o3)C(=O)NC2=S)cc1	1%	0%	1%	8.3%	4%	18	i	4%	-5%
C#C[C@]1(O)CC[C@H]2[C@@H]3CCC4=Cc5nc6nc7ccccc7n6cc5C[C@]4(C)[C@H]3CC[C@@]21C	?	?	23%	?	-13%	-25	i	-7%	?
Cc1ccc(S(=O)(=O)N(C)C)cc1NC(=O)C(C)[N+]12CCN(CC1)CC2 (centres undefined)	12%	0%	-19%	-1.2%	-4%	18	i	/	-1%
CC(=O)N1CN2CN(C1)CN(C(C)=O)C2	-7%	6%	-17%	-0.4%	-4%	11	i	-3%	-1%
CCNCCNc1ccc([N+](=O)[O-])c2cccnc12	1%	-3%	-25%	5.2%	-27%	-61*	?	-37%	-16%
COC(=O)CSc1n[nH]c(=S)s1	-23%	-27%	-4%	2.3%	-20%	5	i	-4%	2%
CN(Cc1ccccc1)C(=C(Cl)Cl)/C(=C1/NCCN1Cc1ccc(Cl)nc1)[N+](=O)[O-]	-5%	14%	-7%	0.4%	-14%	?	i	-6%	5%
CN(C)[C@@H]1C(=O)C(C(N)=O)=C(O)[C@@]2(O)C(=O)C3=C(O)c4c(O)ccc(Cl)c4[C@@](C)(O)[C@H]3C[C@@H]12	0%	?	-1%	0.3%	-38%	-4	i	-27%	1%
COC(=O)C1=C(c2ccccc2OCc2ccccc2)C[C@@H]2CC[C@H]1N2C(=O)NCc1ccc(OC)c(OC)c1	-1%	?	1%	-0.3%	5%	-8	?	16%	-16%
CCOc1ccc(N2C(=O)/C(=C/c3ccc(C)o3)C(=O)NC2=S)cc1	10%	-2%	6%	3.0%	2%	-6	i	/	-11%
CN(C)C(=O)Oc1ccc(OCc2cccc[n+]2C)cc1	?	3%	8%	-0.7%	3%	6	i	-17%	1%
Cn1c(=O)oc2cc(S(=O)(=O)NC3CCCCCCC3)ccc21	5%	?	-6%	2.7%	-43%	-4	i	-1%	-2%
O=P(N1CCCCC1)(N1CCCCC1)C(Cl)(Cl)Cl	1%	1%	15%	-0.4%	-17%	-18	/	/	-8%
CC1=C2C3OC(=O)C(C)C3CC[C@@]2(C)C=CC1=O (some centres undefined)	48%	1%	5%	0.0%	0%	11	i	-5%	1%

Single records, as listed above:
`CC(=O)N1CN2CN(C1)CN(C(C)=O)C2` as listed: MCF10A rereplic: -7%; Nrf2 block: 6%; TGFb SMAD3 inh: -17%; Nrf2 activator: -0.4%; HepG2 viability: -4%; IL1B secr inh: 11; S2 tox: i; ATXN2 expr inh: -3%; A549 tox: -1%
`CCOc1ccccc1-n1c(O)c(C=Nc2ccc(N(CC)CC)cc2)c(=O)[nH]c1=O` as listed: MCF10A rereplic: ?; Nrf2 block: -15%; TGFb SMAD3 inh: 6%; Nrf2 activator: 28%; HepG2 viability: 26%; IL1B secr inh: 51; S2 tox: i; ATXN2 expr inh: -1%; A549 tox: ?

Next section:
SMILES	MCF10A rereplic	Nrf2 block	TGFb SMAD3 inh	Nrf2 activator	HepG2 viability	IL1B secr inh	S2 tox	ATXN2 expr inh	A549 tox
Cc1cc(N2C(=O)C3CCCN3C2c2ccccc2)no1 (centres undefined)	1%	1%	-5%	-0.3%	-5%	18	i	-10%	2%
NC(=S)NN=C1CCC2(CCCCC2)CC1	-1%	3%	?	0.1%	-21%	-16	?	-1%	-2%
COC(=O)C1=C(c2ccc(OC(F)(F)F)cc2)C[C@@H]2CC[C@H]1N2C(=O)NCC1CC1	-16%	?	-26%	3.9%	-17%	24	i	-21%	-3%
CCOC(=O)c1cc2ccccc2n1C1CCN(Cc2ccccc2)CC1	/	/	/	3.1%	/	0	?	-7%	/
CSc1ccc(C(=O)C2CCCN(CCCn3cccn3)C2)cc1 (centres undefined)	0%	31%	-7%	0.3%	6%	?	i	/	0%
CN1C(=O)C(=Cc2ccc(N3CCCCCC3)o2)C(=O)N(C)C1=S	1%	/	114%[activator]	9.0%	-3%	-26	i	45%[activator]	?
CCOC(=O)c1c(/N=C/c2c(O)n(-c3ccccc3F)c(=S)[nH]c2=O)sc2c1CCCC2	?	-10%	3%	9.0%	-16%	-13	i	-15%	3%
CCCCC(=O)N/N=C/c1c(O)n(CC)c(=S)[nH]c1=O	21%	-7%	7%	-0.1%	-1%	19	i	-10%	-3%
C/C(=C\[C@@H](NP(=O)(c1ccccc1)c1ccccc1)c1ccccc1)CO[Si](c1ccccc1)(c1ccccc1)C(C)(C)C	1%	?	2%	2.4%	-16%	-15	?	?	?
O=C(c1cc(S(=O)(=O)N2CCCCC2)ccc1F)N1CCC2(CC1)OCCO2	5%	4%	-1%	-0.7%	6%	8	i	1%	3%
CNC(C(=O)c1ccccc1)C(OC)c1ccccc1 (centres undefined)	1%	14%	13%	-0.8%	6%	-25	i	4%	0%
COC(=O)C12CCc3c(ccc4cc(OC)ccc34)C1=CC(=O)C2 (centres undefined)	5%	-2%	-7%	4.1%	1%	-2	i	4%	?
O=C(Cc1ccc(Cl)c(Cl)c1)NCC1(N2CCOCC2)CCCCC1	?	9%	-8%	1.6%	-20%	-10	i	-9%	11%
CCCOc1ccc(C(=O)CCC(=O)NNC(=O)c2ccncc2)cc1	-2%	8%	?	0.0%	6%	13	?	2%	-2%
COc1cccc(CNCCc2ccccc2)c1OC	15%	-7%	1%	0.3%	3%	-4	i	-25%	4%
CC(=O)c1ccc2c(c1)C1C(Cl)C(Sc3ccccc3[N+](=O)[O-])CC1C(C(=O)O)N2 (centres undefined)	-44%[inhibitor]	-1%	-23%	0.1%	6%	0	?	-4%	-13%
COc1ccc(C(=O)Nc2cc(Cl)ccc2C(=O)O)cc1	-20%	?	-1%	0.6%	-17%	-21	i	-19%	9%
CCc1cccc(NC(=O)CN2C(=O)CN=C(c3ccccc3F)c3cc(Cl)ccc32)c1	/	/	13µM*	-0.8%	-55%	/	/	/	?
CC(C)CCOP(=O)(c1ccc(N(C)C)cc1)C(O)c1c(Cl)cccc1Cl (centres undefined)	?	-5%	-30%	2.5%	-28%	-17	i	/	14%
CCCc1c(-c2ccccc2F)ncn1CCc1ccccc1OC	/	/	/	-1.1%	/	-70*	?	?	/
Cc1ccc2c(c1)[C@@H]1CN(C)CC[C@@H]1N2C(=O)Nc1cccc(C(F)(F)F)c1	-22%	/	?	0.3%	-92%	-25	i	?	4%
CC(C)(CN)CC(=O)O	1%	1%	-1%	-0.6%	-51%	2	i	/	13%
Oc1ccc(Cl)cc1Cc1cc(Cl)ccc1O	5.2µM*	3%	?	-0.5%	-74%	2	?	28µM*!	-2%
CC(=O)O[C@]1(C)C(=O)OC/C2=C/CN(C)CCC(OC(=O)[C@@](O)(C(C)O)C[C@H]1C)C2=O (some centres undefined)	-1%	2%	19%	0.2%	2%	-4	i	5%	1%
CNC(C)Cc1ccccc1 (centres undefined)	-1%	-8%	6%	0.1%	1%	10	i	-13%	-1%
COC(=O)C1C2c3ccccc3OC1(C)N=c1s/c(=C/c3cnn(C)c3C)c(=O)n12 (centres undefined)	5%	-15%	7%	-0.6%	-6%	5	i	6%	-4%
CN(CC(=O)N1CCc2ccccc21)S(=O)(=O)c1cccs1	1%	/	-27%	0.0%	-3%	-2	?	38%[activator]	4%
C[n+]1c(-c2ccccc2)c2cc(N)ccc2c2ccc(N)cc21	-26%	1.8µM*	4.5µM*	-3.3%	-17%	0	16µM*	7.1µM*	?
CCCCn1c(O)c(C(CC)=NCc2cccnc2)c(=O)[nH]c1=O	7%	-14%	16%	-0.8%	-15%	28	i	-2%	-10%
O=C(Cc1coc2cc3c(cc12)CCC3)OCC(=O)N1CCCC1=O	0%	?	-5%	-1.7%	-16%	31	i	?	3%
C[C@H](CO)N1C[C@H](C)[C@@H](CN(C)C(=O)Oc2cccc3ccccc23)OCc2cn(nn2)CCCC1=O	/	/	-8%	0.1%	-53%	26	i	-7%	/
CC[C@H](C)/C=C(C)/C=C/C1=CC2=C(Cl)C(=O)[C@](C)(OC(C)=O)C(=O)C2=CO1	?	10%	-28%	2.7%	-41%	-16	/	-31%	?

An excerpt, so the mix of outcomes need not match the whole.
